PI4K2A block: PI4K2A (human) kinase inhibition. activity change, negative = inhibition, % at 76.9 µM. purified PI4K2A, ADP-Glo luminescence, 1 h; stronger effect = lower value. 420,000 compounds, 0.13% hits. AID 1346378; in the data active means activity change below about -50%; inconclusive means mostly about -30% to -49%;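 further: -100% = wells without enzyme as full effect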
Target sequence (Q9BTU6 whole entry, looked up): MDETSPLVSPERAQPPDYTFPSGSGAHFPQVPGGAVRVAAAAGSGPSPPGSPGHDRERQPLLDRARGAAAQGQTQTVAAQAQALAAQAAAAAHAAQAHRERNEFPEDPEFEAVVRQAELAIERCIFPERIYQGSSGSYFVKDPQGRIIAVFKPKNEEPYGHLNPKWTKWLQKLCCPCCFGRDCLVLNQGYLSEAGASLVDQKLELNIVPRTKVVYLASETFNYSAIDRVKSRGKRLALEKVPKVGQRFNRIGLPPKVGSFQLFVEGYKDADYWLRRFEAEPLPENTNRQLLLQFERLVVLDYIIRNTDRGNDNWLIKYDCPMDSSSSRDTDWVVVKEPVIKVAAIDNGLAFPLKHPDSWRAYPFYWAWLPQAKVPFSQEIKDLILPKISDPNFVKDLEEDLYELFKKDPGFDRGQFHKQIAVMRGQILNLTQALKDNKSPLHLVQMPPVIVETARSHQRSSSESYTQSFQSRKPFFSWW
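ADP-Glo luminescence measured ADP generated by PI4K2A enzyme (4 ug/mL before mixing) with 1.2 mM PI substrate (pre-mix) and 300 microM ATP (pre-mix). Tris pH7.5 buffer with MgCl2, Triton X-100; 1 h reaction at ambient temperature.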
Pin1 inhibitor: blocks the human prolyl isomerase Pin1; Potency, µM (series often up to 115 µM), inactives show at the highest dose activity, negative = inhibition, usual class: inhibitors; Q13526; Pin1 FP peptide displacement, HiFluor488, 10 min; 390,000 compounds, 0.009% hits; active means well fitted inhibition curve with a large enough effect in the polarisation, with a control signal flat, not every such curve was filed as active; inconclusive means small, poorly fitted or top-dose-only effect, or effect the other way, or a change in a side signal; inactive means no such curve, though single readings can be large or run the other way; the % refers to the polarisation; further: potency means the concentration at half of the fitted maximal effect; on the % scale 0 is the no-effect control and ±100 the full control effect
TrxR1 substrate: rat thioredoxin reductase 1 substrate activity; AID 588456; Potency, µM (highest dose often 114 µM), for inactives: at the top dose activity change, negative = substrate turnover; 390,000 compounds, 0.01% hits; purified TrxR1 substrate turnover, NADPH consumption readout; further: potency means the concentration at half of the fitted maximal effect; on the % scale 0 is the no-effect control and ±100 the full control effect; nearly all actives have a fitted effect of over 50% in size
Target sequence (O89049 whole entry, looked up): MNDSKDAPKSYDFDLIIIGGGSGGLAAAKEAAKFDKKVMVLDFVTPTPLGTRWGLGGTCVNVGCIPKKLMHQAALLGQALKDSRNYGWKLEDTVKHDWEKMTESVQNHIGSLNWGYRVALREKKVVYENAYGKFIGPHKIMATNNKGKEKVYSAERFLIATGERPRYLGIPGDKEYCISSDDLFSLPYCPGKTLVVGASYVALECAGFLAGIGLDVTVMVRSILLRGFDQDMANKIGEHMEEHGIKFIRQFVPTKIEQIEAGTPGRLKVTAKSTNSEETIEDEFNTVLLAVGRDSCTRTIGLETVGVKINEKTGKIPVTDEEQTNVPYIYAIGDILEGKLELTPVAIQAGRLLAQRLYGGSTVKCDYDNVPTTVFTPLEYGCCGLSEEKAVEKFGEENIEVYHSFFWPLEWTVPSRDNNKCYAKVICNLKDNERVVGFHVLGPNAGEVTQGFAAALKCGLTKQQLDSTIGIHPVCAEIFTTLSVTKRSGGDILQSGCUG
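Rat TrxR1, dispensed at 90 nM, was prereduced with 400 uM NADPH (final) for 5 min at ~22 deg C, then incubated with compound 15 min before 400 uM selenite. A first-read NADPH fluorescence drop versus no-compound background flagged substrates.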
HP1b chromo inh: inhibitors of HP1-beta chromodomain binding to methylated histone tails. P83916. AlphaScreen HP1-beta / biotin-H3K9me3 peptide binding. Potency, µM (highest dose often 114 µM), for inactives: top-dose activity change, negative = inhibition, usual class: inhibitors. 390,000 compounds, 0.56% hits. AID 540317; further: potency means the concentration at half of the fitted maximal effect; nearly all actives have a fitted effect of over 70% in size; inactives centre near 23
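Compound inhibition of the preformed complex between 50 nM HP1-beta and 50 nM biotinylated H3K9me3 peptide was read by AlphaScreen. Buffer was PBS pH 7.4 with 0.01% Tween-20. Incubations ran 30 min at room temperature, with 10 ug/mL donor/acceptor beads.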
USP1 inh: blocks the human USP1/UAF1 deubiquitinase complex | O94782 | Potency, µM (series often up to 57.1 µM), without a hit: top-dose activity change, negative = inhibition, most hits filed as inhibitors | AID 743255 | 390,000 compounds, 0.23% hits | recombinant USP1/UAF1, Ub-Rhodamine cleavage fluorescence; further: potency means the concentration at half of the fitted maximal effect; on the % scale 0 is the no-effect control and ±100 the full control effect; nearly all actives have a fitted effect of over 60% in size; inactives centre near -12
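Step one: compound is pinned into 1nM USP1/UAF1 in HEPES pH 7.8 buffer with TCEP. Step two: 15 min room-temperature incubation. Step three: Ub-Rho (150nM final) starts cleavage, tracked by fluorescence over six one-minute reads.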
GLS inhibitor: inhibitors of human glutaminase (GLS). Potency, µM (highest dose often 45.5 µM), for the others: top-dose activity change, negative = inhibition, hits mostly inhibitors. GLS enzymatic activity, qHTS titration. O94925. 410,000 compounds, 0.21% hits; further: potency means the concentration at half of the fitted maximal effect; on the % scale 0 is the no-effect control and ±100 the full control effect
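Compounds were pin-transferred onto hKGA, after which L-glutamine (1 mM solution) and a detection mix of glutamate oxidase, HRP and Amplex Red were added. Initial and 30 min RT fluorescence reads were collected.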
mIDH1 inhibitor: blocks human mutant IDH1 R132H enzyme. 390,000 compounds, 0.093% hits. IDH1-R132H enzyme, NADPH consumption, diaphorase/resazurin fluorescence. AID 602179. Potency, µM (top dose mostly 76.6 µM), without a hit: at the highest dose activity change, negative = inhibition, actives largely listed as inhibitors; further: potency means the concentration at half of the fitted maximal effect; on the % scale 0 is the no-effect control and ±100 the full control effect; nearly all actives have a fitted effect of over 65% in size
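IDH1-R132H (0.5 ug/mL) preincubated 30 min with compound, then NADPH (0.016 mM) and alpha-KG (2 mM) added; 80 min at RT, pH 7.5. Remaining NADPH coupled via diaphorase/resazurin to fluorescence (540/590 nm); concentration-response curves normalized to no-enzyme control.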
rTrxR1 inhibitor: rat TrxR1 inhibition; Potency, µM (highest dose often 114 µM), inactives show at the top dose activity change, negative = inhibition, hits mostly inhibitors; AID 588453; 390,000 compounds, 1% hits; O89049; recombinant rTrxR1, NADPH fluorescence consumption, selenite substrate; further: potency means the concentration at half of the fitted maximal effect; on the % scale 0 is the no-effect control and ±100 the full control effect; nearly all actives have a fitted effect of over 65% in size
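Rat TrxR1 (90 nM in the dispensed reagent) was pre-reduced with 400 uM NADPH for 5 min at room temperature, then incubated with compound for 15 min. After 400 uM selenite was added, NADPH fluorescence (Ex 340/Em 450 nm) was followed for 8 min.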
Tb PGK inh: T. brucei PGK inhibition; P07378; Potency, µM (top dose mostly 57.5 µM), inactives show top-dose activity change, negative = inhibition, actives largely listed as inhibitors; PGK/GAPDH coupled, Kinase-Glo luminescence, 60 min; 380,000 compounds, 0.043% hits; further: potency means the concentration at half of the fitted maximal effect; on the % scale 0 is the no-effect control and ±100 the full control effect; nearly all actives have a fitted effect of over 60% in size
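Recombinant glycosomal PGK reaction used 1,3-bisphosphoglycerate generated in-well by GAPDH (100nM final) in 100mM TEA pH 7.6, 5mM MgCl2, 0.01% Tween-20. After 60 minutes at room temperature, ATP was read by Kinase-Glo Plus luminescence end-point.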
Starred values were filed as active, the others as inactive; i = inactive; ? = inconclusive; [ ] = dose if it differs, or a comment. Unless noted, the call rests on the fitted dose curve; in most records, active means well fitted curve in the direction sought with a large enough effect; inconclusive means small, poorly fitted or top-dose-only effect, or another doubt; inactive means no such curve, though single readings can be large; an effect the other way counts as inactive or inconclusive. These rows are one share of the data; count on the stated rates, not on these rows.

structure | USP1 inh | HP1b chromo inh | Pin1 inhibitor | PI4K2A block | TrxR1 substrate | GLS inhibitor | mIDH1 inhibitor | rTrxR1 inhibitor | Tb PGK inh
Cc1c(NC2(C#N)CCCCC2)c(=O)n(-c2ccccc2)n1C | -2% | 54%[activator] | 9% | 0 | -5%[57.1 µM] | ? | 6% | ? | 2%
CC(C)(C)NC(=O)CN(C(=O)C1(C)CC(=O)N=C2C=CC=CN21)C1CCCC1 (centres undefined) | -5% | 39%[activator] | -3% | -2 | 337%[activator] | 0% | 3% | -18% | 16%
CC(=O)NCCOC(=O)Nc1sc(=S)n(C)c1C | 1% | -12% | -16% | 3 | -11% | 22% | 1% | -13% | -5%
COc1cccc(C(CNC(=O)C2CCN(C(=O)Nc3ccccc3)CC2)N(C)C)c1 (centres undefined) | -3% | 28% | -2% | -2 | 0% | 5% | 1% | -12% | 1%
Cc1c(C(=O)O)sc2nc(-c3cccs3)cc(C(F)(F)F)c12 | ? | 21% | -1% | -4 | 253%[activator] | -30% | 4% | 37%[activator] | -19%
COC(=O)c1c(SC)nc2ccccc2c1OCc1ccc(C)cc1 | -26% | 118%[activator] | -4% | -2 | 11%[57.1 µM] | -1% | 0% | 37%[activator][57.1 µM] | i
Cc1ccc(C)c(NC(=O)CN(C)C(=O)CN2C(=O)NC3(CCc4ccccc43)C2=O)c1 (centres undefined) | -24% | 32% | 3% | -2 | 10% | 13% | 8% | 16% | -5%
CC(C)OP(=O)(OC(C)C)C(Nc1ccc([N+](=O)[O-])cc1)c1cccc([N+](=O)[O-])c1 (centres undefined) | -14% | 9% | -8% | -2 | -9% | -1% | -1% | 21% | -6%
COc1ccccc1CNS(=O)(=O)c1ccc2c(c1)CC(C)N2C(C)=O (centres undefined) | -18% | 25% | -1% | -3 | -5% | 13% | 2% | 3% | 7%
COc1ccc(/C=C/C=C2\N=C(SC)SC2=O)cc1 | -11% | ? | 20% | 4 | -1% | -8% | 1% | -2% | i
Cc1ccc2nc3c(c(C(=O)O)c2c1)CCC3 | -26% | 4% | -18% | 2 | 9% | ? | 5% | 13% | -9%
c1ccc2c(Cn3nnc4ccccc43)cccc2c1 | -7% | 57%[activator] | ? | 7 | 4%[57.1 µM] | 2% | 1% | 23%[57.1 µM] | -5%
CCc1c(C)c2ccc(OC(C)C(=O)NC(Cc3c[nH]c4ccc(O)cc34)C(=O)O)c(C)c2oc1=O (centres undefined) | -9% | -3% | 3% | 1 | 63%[activator] | 5% | -21% | 9% | -1%
O=C(NNC1CC(=O)N(c2ccc(Br)cc2)C1=O)c1ccco1 (centres undefined) | -15% | 9% | 0% | 1 | 8% | 14% | -1% | 20%[57.1 µM] | -4%
O=C(O)CCCN=Cc1c(O)c2ccccc2oc1=O | -11% | 14% | 8% | 3 | -3%[57.1 µM] | -1% | 0% | 2%[57.1 µM] | -4%
CC(=O)NC(=S)Nc1ccc(NC(=O)COc2ccc(C(C)C)cc2)cc1 | -12% | 29% | 4% | 0 | 7%[57.1 µM] | 5% | -5% | -7%[57.1 µM] | -1%
Cc1ccc(OCCCC(=O)Nc2ccccc2C(F)(F)F)cc1 | -6% | 54%[activator] | 4% | -2 | -7% | -4% | 5% | -9% | -3%
COc1cc(S(=O)(=O)N(Cc2cccs2)C2CC2)ccc1-n1cnnn1 | -7% | 43% | 2% | 2 | -4% | -1% | 6% | 5% | -5%
COc1cc(CN(C)Cc2cc(=O)n3ccsc3n2)ccc1OC(F)F | -8% | 39%[activator] | -2% | 3 | -10%[57.1 µM] | -1% | 8% | 21%[57.1 µM] | -3%
CC(C)(C)C(=O)NC1(C(F)(F)F)C(=O)Nc2c1c(=O)[nH]c(=O)n2-c1ccccc1 (centres undefined) | -10% | 32% | -2% | -4 | 5% | -1% | 0% | 22% | 1%
CCOC(=O)c1cc(-c2ccc(/C=C3/C(=O)NC(=O)C(C#N)=C3C)o2)ccc1Cl | ? | 40µM* | ? | -22 | -2%[57.1 µM] | -10% | -2% | 10µM* | 4%
Cc1cccc(NC(=O)CN2CCN(C(=O)C(C)Oc3ccc(C#N)cc3)CC2)c1C (centres undefined) | 0% | 34% | -3% | -1 | 3% | -3% | -15% | 30% | -8%
CCN(CC)c1ccc(C(=O)N/N=C/c2ccccc2OC(F)F)cc1 | -24% | 55%[activator] | 5% | 5 | 3% | 5% | -14% | 9% | -9%
Clc1cc(/C=N\NC2=NCCN2)cc(Cl)n1 | -4% | 16% | -12% | 1 | -13% | 6% | -1% | -12% | 2%
COc1ccc(C(=O)Nc2ccc(-c3nnn(CC(=O)NCc4ccco4)n3)cc2)cc1 | -10% | 17% | 20% | -18 | -1% | 0% | 3% | 17% | i
CC1C(=O)OC(c2ccc(Br)cc2)C(C)(C)C1=O (centres undefined) | -3% | 37% | -12% | 5 | 4% | 0% | -1% | 4% | 1%
CCc1cc2cc(C)cc(C)c2nc1SCC(=O)N1CCN(C(=O)c2ccco2)CC1 | -16% | ? | 3% | -2 | 3%[57.1 µM] | 15% | -2% | 9%[57.1 µM] | 1%
Nc1nc2cc(Cl)c(Br)cc2o1 | -8% | 26% | 1% | 7 | 3%[57.1 µM] | -2% | 3% | 5%[11.4 µM] | -7%
OC1CCN(Cc2nc(Cc3ccccc3Cl)no2)CC1 | -6% | 33% | 2% | -3 | -1% | 6% | 0% | 24% | 8%
CC(=O)c1c(-c2ccc(Cl)cc2Cl)noc1C | 5% | 12% | -7% | 2 | 3% | 5% | -4% | 16%[57.1 µM] | -8%

Three entries out of the list above, ordered by their value in PI4K2A block, largest number first:
canonical_smiles,PI4K2A block
COc1cc(CN(C)Cc2cc(=O)n3ccsc3n2)ccc1OC(F)F,3
CC(=O)c1c(-c2ccc(Cl)cc2Cl)noc1C,2
Cc1cccc(NC(=O)CN2CCN(C(=O)C(C)Oc3ccc(C#N)cc3)CC2)c1C (centres undefined),-1

Other structures
structure | USP1 inh | HP1b chromo inh | Pin1 inhibitor | PI4K2A block | TrxR1 substrate | GLS inhibitor | mIDH1 inhibitor | rTrxR1 inhibitor | Tb PGK inh
CC(C)COc1ccc(C(=O)CCN2CCCCC2)cc1 | -18% | 55% | 3% | 12 | -10% | 5% | -3% | 1.4µM* | -5%
OCCN1CCN(C(=S)c2ccc(Cl)c(Cl)c2)CC1 | -26% | ? | -7% | -5 | -9% | -22% | 3% | -31% | i
O=[N+]([O-])c1ccc(-n2ccnc2)cc1 | ? | 14% | 2% | -2 | 3%[57.1 µM] | 8% | -3% | 11%[57.1 µM] | 5%
COC(=O)C(C(=O)OC)c1ncc(C(F)(F)F)cc1Cl | -23% | 23% | -6% | 2 | -2% | 0% | 8% | 17% | -1%
Cc1ccc(CNC(=O)COC(=O)c2ccc(S(=O)(=O)N3CCOCC3)cc2)cc1 | -4% | 9% | -1% | 1 | 12%[57.1 µM] | 7% | 10% | 18%[57.1 µM] | -1%
CCN(CC)CC(=O)c1c(N)n(Cc2ccccc2)c(=O)n(C)c1=O | -2% | 20% | 3% | 1 | -1%[57.1 µM] | -2% | 6% | 6%[57.1 µM] | 1%
Cc1cc(N2CCOCC2)nc2ccc(NC(=S)NCCN(C)C)cc12 | -7% | -15% | 2% | -2 | 7%[57.1 µM] | 28% | -1% | -10%[57.1 µM] | -2%
CCCC(=O)Nc1cc(OC)c(NC(=O)NC2CCCCC2)cc1OC | -11% | 20% | 4% | 3 | 1% | 26% | -1% | 13% | -10%
COc1ccc(OC)c(NC(=O)NCc2cccnc2)c1 | -3% | 44%[activator] | -11% | -4 | -1% | 13% | -7% | 20% | -2%

Filtered by structure: the entries above containing a Cl atom (seven)
structure | USP1 inh | HP1b chromo inh | Pin1 inhibitor | PI4K2A block | TrxR1 substrate | GLS inhibitor | mIDH1 inhibitor | rTrxR1 inhibitor | Tb PGK inh
CCOC(=O)c1cc(-c2ccc(/C=C3/C(=O)NC(=O)C(C#N)=C3C)o2)ccc1Cl | ? | 40µM* | ? | -22 | -2%[57.1 µM] | -10% | -2% | 10µM* | 4%
Clc1cc(/C=N\NC2=NCCN2)cc(Cl)n1 | -4% | 16% | -12% | 1 | -13% | 6% | -1% | -12% | 2%
Nc1nc2cc(Cl)c(Br)cc2o1 | -8% | 26% | 1% | 7 | 3%[57.1 µM] | -2% | 3% | 5%[11.4 µM] | -7%
OC1CCN(Cc2nc(Cc3ccccc3Cl)no2)CC1 | -6% | 33% | 2% | -3 | -1% | 6% | 0% | 24% | 8%
CC(=O)c1c(-c2ccc(Cl)cc2Cl)noc1C | 5% | 12% | -7% | 2 | 3% | 5% | -4% | 16%[57.1 µM] | -8%
OCCN1CCN(C(=S)c2ccc(Cl)c(Cl)c2)CC1 | -26% | ? | -7% | -5 | -9% | -22% | 3% | -31% | i
COC(=O)C(C(=O)OC)c1ncc(C(F)(F)F)cc1Cl | -23% | 23% | -6% | 2 | -2% | 0% | 8% | 17% | -1%

Source: PubChem BioAssay
